# HepG2 viability: counter-screen for TGF-b inhibitors: cytotoxicity in HepG2 cells; Potency, µM (highest dose often 46.1 µM), for the others: top-dose activity change, negative = cytotoxicity, actives largely listed as cytotoxic; 410,000 compounds, 0.76% hits; HepG2 CAGA-GFP viability, ATP luminescence, 18 h; also: potency is read from the fitted curve at half-maximal effect; some results filed as inactive show a strong effect at the top dose
#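 CellTiter-Glo luminescence gave cytotoxicity after 18 hours at 37 degrees C. The cells were HepG2 CAGA-GFP in 1% FBS DMEM, stimulated with 500 pg/mL TGF-beta after compound addition. %Activity was normalised to no-cell wells (complete cell-killing) and DMSO (no toxicity), and curves were fitted and classified.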
# CCT modulator: changes cytosolic chaperonin activity; purified chaperonin ATPase assay, HTRF ADP detection, 30 min; activity change, % (no concentration beside the values), hits read low; 360,000 compounds, 0.3% hits; AID 651819; in the data active = activity change below about -30%; also: % is scaled to controls: 0 for no effect and ±100 for the full control effect
#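 First, chaperonin was dispensed at 40 nM or 20 nM final depending on batch activity. Next, compounds were pinned at 76 uM and ATP added at 10 uM. After 30 min at 37 °C, ADP detection reagents ran 30 min at ambient temperature.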
# Nrf2 block: inhibitors of Nrf2 signaling; 360,000 compounds, 2.1% hits; Potency, µM (titrated, usually from 46 µM), for inactives: at the highest dose activity change, negative = inhibition, usual class: inhibitors; AID 504444; A549 ARE-Fluc reporter, luciferase luminescence, 18-24 h; also: potency is read from the fitted curve at half-maximal effect; % is scaled to controls: 0 for no effect and ±100 for the full control effect; nearly all actives have a fitted effect of over 60% in size
#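 A549 ARE_Fluc cells, 5000/well, 5% FBS OPTI-MEM; compounds in dose-response, 18-24 h at 37 °C/5% CO2; CellTiter-Fluor viability read (Ex 405/Em 525), then BugLite luciferase luminescence = Nrf2 activity.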
# MmCpn inh: M. maripaludis TRiC chaperonin inhibition. purified Mm-Cpn ATPase, ADP Transcreener TR-FRET. Potency, µM (top dose mostly 76.9 µM), for inactives: at the top dose activity, negative = inhibition, actives largely listed as inhibitors. 330,000 compounds, 0.031% hits. AID 504842; also: potency is read from the fitted curve at half-maximal effect; % is scaled to controls: 0 for no effect and ±100 for the full control effect; nearly all actives have a fitted effect of over 80% in size
#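 25 nM Mm-CPN + cpd, 10 min 37°C; + 10 uM ATP, 30 min 37°C; buffer 30 mM Tris pH 7.4, 100 mM KCl, 5 mM MgCl2, 1 mM DTT; Transcreener ADP HTRF detection 30 min RT.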
# Akt phos inh: inhibitors of Akt phosphorylation; Neuro2A IGF-stimulated pAkt S473 HTRF, 20 min; active compounds read low; activity change, % for hits at 50 µM; 360,000 compounds, 0.32% hits; in the data active = activity change below about -80%; inconclusive = mostly about -51% to -80%; also: % is scaled to controls: 0 for no effect and ±100 for the full control effect
#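 Neuro2A cells (4,500/well, DMEM with 0.5% FBS) were treated with compound at a single 50 µM final concentration, stimulated with 6 nM IGF for 20 min at 37 °C, and lysed. Phospho-Akt Ser473 was read by HTRF as 665/615 ratio ×10^4.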
# TGFb SMAD3 inh: TGF-b pathway inhibition; HepG2 CAGA-GFP TGF-b/SMAD3 reporter, GFP fluorescence, 18 h; TGF-beta stimulated, 500 pg/mL final; Potency, µM (doses to about 46.1 µM), for the others: top-dose activity, negative = inhibition, hits mostly inhibitors; 410,000 compounds, 1.2% hits; AID 588855; also: potency is read from the fitted curve at half-maximal effect; % is scaled to controls: 0 for no effect and ±100 for the full control effect; nearly all actives have a fitted effect of over 65% in size
#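 Cell-based qHTS in HEPG2 carrying a CAGA-GFP Smad reporter; compounds added before 500 pg/mL final TGF-beta, 18 h incubation at 37 degrees C, GFP fluorescence quantified per cell by imaging cytometry.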
# A549 tox: counter-screen for Nrf2 inhibitors: cytotoxicity in A549 cells | A549 ARE-Fluc cells, CellTiter-Fluor viability, 18-24 h | Potency, µM (top dose mostly 46 µM), without a hit: top-dose activity change, negative = cytotoxicity, hits mostly inhibitors | 390,000 compounds, 0.16% hits | AID 504648; also: potency is read from the fitted curve at half-maximal effect; % is scaled to controls: 0 for no effect and ±100 for the full control effect
#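 Cytotoxicity counterscreen: CellTiter-Fluor fluorescence was measured in A549 ARE_Fluc cells after 18-24 h of compound exposure in a concentration series. The subsequent BugLite luminescent read reports ARE-luciferase activity.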
# S2 tox: reduces viability in counter-screen for ATXN expression inhibitors; AID 651635; 400,000 compounds, 0.49% hits; S2 cells (HEK-293 line with an ATXN2-luciferase reporter) viability, CellTiter-Fluor protease fluorescence, 24 h; Potency, µM (top dose mostly 56.7 µM), most hits filed as cytotoxic; also: potency is read from the fitted curve at half-maximal effect; nearly all actives have a fitted effect of over 40% in size
# Nrf2 activator: activators of Nrf2 (ARE) signaling. 410,000 compounds, 0.31% hits. AID 624171. Potency, µM (titrated, usually from 46.1 µM), without a hit: top-dose activation, usual class: activators. AREc32 ARE-luciferase reporter (MCF7-derived line), luminescence, 24 h; also: potency is read from the fitted curve at half-maximal effect; % of control where 0% means no effect; nearly all actives have a fitted effect of over 65% in size
#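 AREc32 cells carrying an ARE-driven firefly luciferase reporter were seeded at 1000 cells/well in OPTI-MEM with 5% FBS, then exposed to compound for 24 hr at 37 deg C. Luminescence was read with Steady-Glo after 30 min at RT.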
# Starred values were filed as active, the others as inactive; i = inactive; ? = inconclusive; nt = no result given; & = joins results of further samples; [ ] = remark or other dose. Unless noted, calls follow the shape of the dose curve; as a rule, active = well fitted curve in the direction sought with a large enough effect; inconclusive = small, poorly fitted or top-dose-only effect, or another doubt; inactive = no such curve, though single readings can be large; an effect the other way counts as inactive or inconclusive.
SMILES,HepG2 viability,CCT modulator,Nrf2 block,MmCpn inh,Akt phos inh,TGFb SMAD3 inh,A549 tox,S2 tox,Nrf2 activator
Cc1ccc(N/N=C(/Sc2nnnn2-c2ccccc2)C(=O)c2ccccc2)cc1,7%,2.1,-16%,3%,i,?,-7%,i,7.4%
O=c1[nH]n2c(=O)c3c([nH]c2c1N=Nc1cccc(Cl)c1)CCCC3,-12%,2.3,8%,0%,i,-9%,-13%,i,-0.7%
CN(C)S(=O)(=O)c1cc(NC(=O)Cn2ccsc2=N)ccc1Cl,-4%,-2.5,5%,-2%,i,6%,-9%,?,0.0%
O=C(C1CC1)N1CCc2[nH]c3ccccc3c2C1,-4%,-2.6,-24%,-7%,i,-2%,-6%,i,0.7%
O=C(COC(=O)C1=COCCO1)Nc1ccc(Cl)cn1,-6%,-0.6,6%,0%,i,2%,-10%,?,4.0%
COc1ccc(Cn2cccc(NC(=O)Nc3ccc(F)cc3)c2=O)cc1,-35%,-0.8,?,-4%,i,?,-1%,i,3.8%
COc1cccc(C(=O)Nc2ccc(-n3nncc3-c3ccc(Br)cc3)cc2)c1OC,-8%,nt,nt,nt,nt,33%[activator],-8%,nt,0.5%
COc1ccc(NC(=S)N2CCN(C(=O)c3ccco3)CC2)cc1OC,5%,-0.4,7%,-1%,i,?,-5%,i,0.0%
CC(=O)NC(c1ccc(N(C)C)cc1)c1cc(Cl)c2cccnc2c1O (configuration not stated),-15%,1.6,nt,nt,i,?,nt,i,4.4%
O=C(CCCn1c(SCc2ccccc2F)nc2ccccc2c1=O)NCC1CCCO1 (configuration not stated),-27%,-1.1,?,3%,i,-9%,-6%,i,0.1%

# As entered above.
# A549 tox result of COc1ccc(NC(=S)N2CCN(C(=O)c3ccco3)CC2)cc1OC is entered as -5%
# Nrf2 activator result of COc1cccc(C(=O)Nc2ccc(-n3nncc3-c3ccc(Br)cc3)cc2)c1OC is entered as 0.5%

# (next part)
SMILES,HepG2 viability,CCT modulator,Nrf2 block,MmCpn inh,Akt phos inh,TGFb SMAD3 inh,A549 tox,S2 tox,Nrf2 activator
Cc1nonc1C1CCCN1Cc1cn[nH]c1-c1ccc(-c2ccccc2)cc1 (configuration not stated),-42%,-3.6,-19%,-2%,i,?,-2%,?,4.4%
CC1(c2ccc3ccccc3c2)NC(=O)NC1=O (configuration not stated),9%,0.5,-21%,-3%,i,-1%,?,i,0.0%
COc1cc(/C=N/NC(=O)C2C3CCCCC32C)cc(Br)c1O (configuration not stated),-4%,-1.1,2%,1%,i,-15%,-3%,i,5.9%
O=C(Cn1nc(-c2ccc3c(c2)OCCO3)ccc1=O)Nc1ccc(-n2cnnn2)cc1,-14%,-0.5,11%,4%,i,-3%,-8%,i,0.8%
CCOC(=O)C(=O)Nc1cc(C)nn1-c1nc2ccccc2[nH]1,6%,0.2,1%,1%,i,6%,1%,i,2.3%
Cc1ccc(NC(=O)CN(C)CC(=O)Nc2ccc3c(c2)OCO3)cc1,-20%,-0.1,nt,nt,i,-10%,nt,i,-0.3%
CCOc1ccc(NC(=O)c2cnc(Nc3ccccc3OC)c3ccccc23)cc1,4%,nt,?,nt,nt,0%,-11%,i,3.0%
CCC(=O)c1ccc(OCC(=O)OCC(=O)NC2CCCCCCC2)cc1,3%,-1.4,9%,1%,i,-4%,0%,i,-0.4%
Cc1cccc(OCc2nnc(SCn3nnc4ccccc4c3=O)o2)c1,-21%,0.4,-16%,-1%,-101%*,-7%,4%,i,2.9%
CN(C)CCCNC(=O)/C(=C\c1ccc(-c2ccc(Br)cc2)o1)NC(=O)c1ccccc1,11µM*,-2.1,7%,1%,i,?,26%,i,2.7%
COCCCN1C(=O)/C(=C/c2ccc(CNS(=O)(=O)c3ccccc3)o2)C(C(=O)OC)=C1C,0%,-0.4,0%,-1%,i,0%,-18%,?,7.7%
CCOc1ccc(CNS(=O)(=O)c2ccc3[nH]c4c(c3c2)CCCC4)cc1OC,-11%,nt,?,nt,nt,?,-8%,?,2.8%
CCc1cc(-c2nnn(-c3cc(C(C)C)ccc3C)c2CC)ccc1-c1cn(CCc2c[nH]c3ccccc23)nn1,-23%,1.3,nt,nt,i,0%,nt,i,-0.5%
COc1cc(/C=C(/C#N)c2nc3ccccc3[nH]2)ccc1Oc1ncccc1[N+](=O)[O-],-54%,-2.4,?,-2%,i,?,?,?,15%
C#CCNC(=O)c1cc2c(Br)ccc(Br)c2nc1N,nt,-1.4,nt,nt,i,nt,nt,i,3.6%
COCCN1C(=O)N[C@@H](c2cccs2)C(C(=O)OC)=C1C,5%,1.5,-1%,1%,i,-5%,3%,i,-0.7%
CC(CNC(=O)COc1ccccc1)OC(=O)Nc1ccc(Cl)c(Cl)c1 (configuration not stated),-90%,-0.2,?,2%,i,?,?,i,5.9%
Cc1cccc(NCc2cc(Cl)ccc2O)n1,-8%,-1.9,-11%,-1%,i,-1%,-5%,i,1.8%
COC(=O)/C=C1\NCCSC1=O,2%,0.6,1%,1%,i,16%,10%,i,-0.5%
O=C(CSc1nc2ccccc2nc1Cc1ccc(F)cc1)Nc1ccc2c(c1)OCO2,-6%,nt,nt,nt,nt,-1%,3%,nt,0.1%
CCOC(=O)c1nnc(-c2ccccc2)nc1Oc1ccc(Cl)cc1,-33%,1.1,nt,-2%,-119%*,?,-2%,?,5.9%
CCC(Oc1nc2ccccc2nc1-c1ccccc1NC(C)=O)C(=O)c1ccccc1 (configuration not stated),-43%,2.9,?,2%,i,-15%,-17%,i,-0.1%
CCN(CC)C(=O)C1=C(C)N(Cc2ccc(F)cc2)C(=O)C(CC(=O)NCc2cccs2)C1 (configuration not stated),-2%,0.3,nt,nt,i,3%,nt,i,0.1%
Cc1cccc(OCCNc2ccc(C(F)(F)F)cc2[N+](=O)[O-])c1,13%,1.3,?,1%,i,-3%,0%,i,2.0%
CC1CCN(CC(=O)N2CCCc3c2c(=O)oc2ccc(OCc4ccccc4)cc32)CC1,-2%&-37%,0.1,?,0%,i,?,?,?,1.8%&4.2%
Cc1nc2ccccc2c(C(=O)O)c1-c1ccccn1,-5%,-1.4,0%,nt,i,7%,-16%,i,-0.6%
C#Cc1ccc([C@@H]2C=C(C(=O)NC3CC3)O[C@H](OCCCCO)C2)cc1,10%,-0.8,19%,0%,i,-2%,-2%,i,0.5%
CCN(CCCNC(=O)CNC(=O)c1nn(-c2ccc(OC)cc2OC)c(=O)c2ccccc12)c1cccc(C)c1,-52%,-5.8,-15%,-3%,i,?,?,?,-0.4%
COc1ccc(/C=N/NS(=O)(=O)c2ccc(NC(C)=O)cc2)cc1,-11%,-2.5,-3%,0%,i,-3%,4%,i,-0.3%
CN(C)Cc1c(C(=O)N/N=C/C2CC=CCC2)nnn1-c1nonc1N (configuration not stated),-6%,-1.2,-15%,-5%,i,8%,-2%,i,-0.6%
Cc1ccc(C)c(CN2CCCN(Cc3cc(C)ccc3C)S2(=O)=O)c1,-5%&-31%,2.6,1%,3%,i,?,5%&18%,i,-1.9%&2.3%
CC1CCN(C(=O)c2[nH]cnc2C(=O)Nc2ccccc2F)CC1,1%,-1.4,nt,nt,i,0%,nt,i,3.5%
Clc1ccc(-n2nnnc2-c2cnc(-c3ccccn3)nc2-c2cccs2)cc1,-14%,-2.0,?,0%,i,8%,-16%,i,0.4%
CN(Cc1ccccc1)Cc1c(O)ccc2c(=O)c(-c3ccccc3)c(C(F)(F)F)oc12,2%,nt,-16%,nt,nt,6%,6%,i,-1.0%
CC(C)=CCc1c(O)cc(O)c2c1OC(c1ccc(O)cc1)CC2=O (configuration not stated),-24%,-0.1,-6%,nt,i,-5%,-4%,i,5.0%
Cc1sc(NC(=O)CN(Cc2ccccc2)C(=O)C(C)C)c(C(N)=O)c1C,-25%,-1.1,?,3%,i,?,-3%,i,0.6%
Cc1ccc(C2NC(=NCc3ccccc3)Nc3nc(C)cc(=O)n32)cc1 (configuration not stated),-4%,0.1,1%,1%,i,-2%,1%,i,-0.5%
Cc1ccc(S(=O)(=O)n2nc(OC(=O)c3c(F)cccc3Cl)cc2N)cc1,-17%,0.9,1%,3%,i,1%,2%,i,15%
CCN(CC(=O)Nc1ccc(OC)cc1)C(=O)c1ccc(Cl)c(S(=O)(=O)N2CCCC2)c1,-9%,-1.5,-16%,1%,i,-28%,-14%,i,0.1%
CCN(CC)CCCn1c(=S)[nH]c2cc(C(=O)OC)ccc2c1=O,-8%,-1.7,3%,-1%,i,8%,-3%,i,2.0%
CC1CN(C(=O)CSc2nc(N)cc(N)n2)CC(C)O1 (configuration not stated),-21%,1.4,4%,-1%,i,11%,-1%,i,-0.7%
O=C(Cc1cccs1)Nc1ccc(Cl)c(S(=O)(=O)N2CCOCC2)c1,-17%,-1.6,16µM*,-3%,i,-23%,-7%,i,0.8%
Cc1ccccc1C(=O)c1cccn1CC(=O)NC(C)c1ccccc1 (configuration not stated),-1%,-0.1,5%,-2%,i,0%,10%,i,-0.6%
O=C(Cn1cnc2c(nnn2-c2ccc(F)cc2)c1=O)NCC1CCCO1 (configuration not stated),8%,1.8,10%,2%,i,1%,-3%,i,0.3%
O=C(COC(=O)c1cccc(C(=O)OCC(=O)NC2CC2)n1)NC1CC1,0%,-2.7,-5%,1%,i,1%,-2%,i,-0.6%
CCOc1ncccc1C(=O)NCc1ccccc1Cl,-2%,-2.0,5%,-3%,i,-2%,7%,i,-0.7%

# Bioassay records as filed in PubChem BioAssay.
